S1P4 agonist: human S1P4 receptor agonism | S1P4-expressing cell line, agonist reporter assay | AID 1509 | activation, % at 4.98 µM | 220,000 compounds, 0.35% hits; in the data active = activation above about 11%;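 note: 0% = DMSO vehicle and 100% = reference agonist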
Target sequence (O95977 whole entry, looked up): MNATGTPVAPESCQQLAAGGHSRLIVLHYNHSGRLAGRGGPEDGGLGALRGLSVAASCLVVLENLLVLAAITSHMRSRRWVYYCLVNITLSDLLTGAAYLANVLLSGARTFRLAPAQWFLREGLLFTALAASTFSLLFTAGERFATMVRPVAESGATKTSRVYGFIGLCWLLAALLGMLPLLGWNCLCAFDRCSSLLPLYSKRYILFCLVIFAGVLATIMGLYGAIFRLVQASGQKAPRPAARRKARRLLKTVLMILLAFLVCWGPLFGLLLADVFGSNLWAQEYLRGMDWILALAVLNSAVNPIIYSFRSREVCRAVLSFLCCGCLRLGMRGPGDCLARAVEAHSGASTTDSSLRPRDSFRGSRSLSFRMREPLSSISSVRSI
NPY-Y2 PAM-ag: human NPY-Y2 potentiation or agonism, primary screen | 220,000 compounds, 0.45% hits | cells expressing NPY-Y2, potentiator/agonist read-out | activation, % at 3.6 µM | P49146; in the data active = activation above about 27%;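 note: cells stimulated with NPY near EC25 plus isoproterenol at EC100; 0% = vehicle plus submaximal agonist and 100% = vehicle plus saturating agonist; some results beyond the cut were filed as inactive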
RBBP9 inhibitor: inhibitors of human serine hydrolase RBBP9 | 220,000 compounds, 0.2% hits | AID 1515 | O75884 | inhibition, % at 7.94 µM | recombinant RBBP9, FP-Rh probe fluorescence polarization;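 active = inhibition above the campaign mean of all tested compounds plus 3 SD, cut at about 14% in these data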;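 note: plate controls were DMSO wells with RBBP9 for no effect and wells lacking RBBP9 protein for full effect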
Target sequence (O75884 whole entry, looked up): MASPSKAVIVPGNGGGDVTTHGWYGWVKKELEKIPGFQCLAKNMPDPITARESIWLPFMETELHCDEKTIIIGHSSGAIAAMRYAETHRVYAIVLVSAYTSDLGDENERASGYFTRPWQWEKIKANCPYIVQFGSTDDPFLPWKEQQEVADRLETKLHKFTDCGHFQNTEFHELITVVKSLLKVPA
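System: RBBP9 protein / Buffer or medium: Tris/NaCl buffer pH 8.0 with 0.1% Pluronic / Probe or stimulus: Serine-hydrolase probe FP-Rh, 375 nM pre-mixing / Dosing: 7.94 µM single dose, 0.794% DMSO / Times: enzyme-compound preincubation 30 min, then probe labeling 45 min, 25 °C / Technique: fluorescence polarization (mP), excitation 525 nm, emission 598 nm / Replication: singlicate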
Runt-CBFb FRET: inhibitors of human RUNX1 Runt domain binding to CBFb; Q01196+Q13951; Cerulean-Runt/Venus-CBFb FRET ratio 530/480, 1 h; inhibition, % at 20 µM; 220,000 compounds, 0.46% hits; AID 1496;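 active = inhibition over about 50% at 20 µM in the single-dose screen, limit read from the data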;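 note: 0% = DMSO wells and 100% = excess unlabeled CBFb competitor control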
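Buffer or medium: Tris pH 7.5 buffer with BSA. Assay system: Cerulean-labeled Runt domain protein. Amount: each fluorescent fusion protein 100 nM. Read-out basis: loss of energy transfer signal. Incubation: 1 h compound exposure, room temperature. Probe or stimulus: Venus-CBFb binding partner, 100 nM. Detection: FRET, excitation 422 nm, emission at 530 and 480 nm.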
NPY1 pot ag: potentiates or activates human NPY-Y1 receptor. P25929. NPY-Y1 expressing cells, potentiator/agonist activation. activation, % at 3.6 µM. 220,000 compounds, 0.37% hits; in the data active = activation above about 33%, passing the limit was not always enough;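 note: cells stimulated with NPY at EC10 then isoproterenol at EC100; 0% = low agonist plus stimulus and 100% = saturating agonist plus stimulus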
Target sequence (P25929 whole entry, looked up): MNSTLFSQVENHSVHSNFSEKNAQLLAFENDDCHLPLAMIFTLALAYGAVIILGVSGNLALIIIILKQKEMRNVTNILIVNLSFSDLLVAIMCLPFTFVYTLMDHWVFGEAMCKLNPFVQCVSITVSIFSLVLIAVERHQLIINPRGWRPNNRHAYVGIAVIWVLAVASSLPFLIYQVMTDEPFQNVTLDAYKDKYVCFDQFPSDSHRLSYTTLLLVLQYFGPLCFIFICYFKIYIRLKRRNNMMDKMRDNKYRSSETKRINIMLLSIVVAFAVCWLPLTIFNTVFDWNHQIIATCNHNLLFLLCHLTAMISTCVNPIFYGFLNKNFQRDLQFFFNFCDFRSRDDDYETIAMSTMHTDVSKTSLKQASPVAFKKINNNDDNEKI
S1P4 antagonist: blocks the human S1P4 receptor; S1P4-expressing cells, antagonist mode, reporter read-out; inhibition, % at 4.98 µM; 220,000 compounds, 0.26% hits; AID 1510; in the data active = inhibition above about 29%;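 note: 0% = wells stimulated with agonist and 100% = vehicle wells without agonist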
Ba/F3 V617F tox: loss of viability in JAK2V617F-driven Ba/F3 cells. Ba/F3 EpoR-JAK2V617F viability, ATP luminescence. AID 1446. 220,000 compounds, 1.1% hits. inhibition, % at 5.6 µM;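 active = inhibition above the campaign mean plus 3 SD over all tested compounds, cut at about 24% in these data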;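 note: cytokine-independent growth of Ba/F3 cells driven by EpoR plus mutant JAK2; 0% = DMSO-treated cells and 100% = JAK inhibitor I control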
NPY-Y1 antag: blocks the human neuropeptide Y Y1 receptor | P25929 | HEK293-CNG Y1 cells, membrane potential fluorescence; NPY at EC95, then isoproterenol | inhibition, % at 3.6 µM | 200,000 compounds, 1% hits;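 active = inhibition above the campaign mean inhibition of all tested compounds plus 3 SD, cut at about 20% in these data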;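 note: 0% = DMSO wells given NPY plus isoproterenol and 100% = isoproterenol alone without NPY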
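System: HEK293 cells with Y1 receptor plus CNG channel / Probe or stimulus: NPY 25 nM then isoproterenol 1 µM plus Ro 20-1724 25 µM / Compound: one concentration, 3.6 µM, in 0.4% DMSO / Schedule: compound incubation 1 h at room temperature, readout 45 min post-stimulation / Measured by: membrane potential fluorescence / Read-out: % inhibition of NPY effect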
BaF3 parental: reduces parental Ba/F3 cell viability, JAK2V617F counter-screen; CellTiter-Glo ATP luminescence; inhibition, % at 5.6 µM; 220,000 compounds, 1.1% hits; AID 1486;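 active = inhibition above a per-campaign cutoff, the mean inhibition of all tested compounds plus 3 SD, cut at about 27% in these data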;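 note: 0% = DMSO wells and 100% = JAK Inhibitor I control wells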
Starred values were filed as active, the others as inactive; x = not tested or not shown.

SMILES	S1P4 agonist	NPY-Y2 PAM-ag	RBBP9 inhibitor	Runt-CBFb FRET	NPY1 pot ag	S1P4 antagonist	Ba/F3 V617F tox	NPY-Y1 antag	BaF3 parental
O=S(=O)(c1ccc(Cl)cc1)N1CCN(c2nc(-c3cccs3)nc3ccccc23)CC1	15.4*	-4.3	2.7	1.1	15.7	-5.4	-3.7	0.5	2.7
Cc1cc(NC(=O)COC(=O)CCCOc2ccc(Cl)cc2C)no1	1.9	-8.9	-1.9	-1.5	-45.2	-2.1	-1.4	8.4	1.7
C=CCn1c(=O)n(C(=O)OCC)c2cc(Br)ccc21	-0.4	-8.6	0.2	1.2	-24.7	0.6	-3.2	5.2	2.1
CCCn1c(NCc2ccc(N(C)C)cc2)nc2ccccc21	2.1	8.4	-2.2	5.8	22.8	-4.6	-1.2	8.8	5.0
C=CCn1c(=NC(=O)c2ccc(S(=O)(=O)N3CCCC3)cc2)sc2cc(NC(C)=O)ccc21	1.7	13.8	-10.2	-4.1	-0.2	-19.3	2.0	-1.0	7.7
Cn1c(CN2CCOCC2)c(C#N)c2ccccc21	-0.7	-1.7	-9.4	0.2	8.6	-5.0	-1.0	10.0	2.5
CCN(CCNC(=O)CCCn1nc(C)n2c(cc3sccc32)c1=O)c1ccccc1	-3.6	-9.7	-6.1	-2.9	-23.2	-9.4	-0.1	8.3	5.9
O=C(CN(C(=O)c1csnn1)c1cccc(F)c1)NCc1ccc(F)cc1	-0.8	-6.8	4.4	-1.0	10.4	0.1	-0.8	2.7	5.2
Cc1ccc(-c2nnc3c4ccccc4c(C)nn23)cc1S(=O)(=O)N1CCN(CCO)CC1	-1.1	-36.8	0.2	-0.9	-87.3	-25.5	8.1	14.3	8.9
CN(C)c1ccc(NC(=S)NC(=O)/C=C/c2ccco2)cc1	4.9	4.5	-6.1	22.4	18.5	-9.8	1.5	-1.3	5.6
COc1ccc(C2=NN(C(=O)c3cccnc3)C(c3ccccc3)C2)cc1 (configuration not stated)	-2.2	6.7	-6.9	0.0	-11.4	5.7	0.1	-2.0	5.3
Cn1c(=O)c2c(nc(Cl)n2Cc2ccc(Cl)c(Cl)c2)n(C)c1=O	1.1	10.5	-4.0	-0.7	8.1	-10.9	-2.5	2.2	0.0
Cc1ccc(-c2nn(C)c(=O)c3ccccc23)cc1S(=O)(=O)NCCO	-2.9	-3.3	-7.6	0.2	5.0	-6.4	7.6	0.5	5.3
CC(=O)N/N=C(\C)CCc1ccccc1	1.2	0.2	-2.0	-1.3	-5.0	-9.0	1.1	2.3	2.4
COc1cc(OC)cc(-n2nnnc2SCC(=O)N2CCCC2)c1	2.2	16.4	-3.4	-0.9	-15.3	0.1	-3.5	-0.2	-2.6
COc1ccc(S(=O)(=O)Nc2ccccc2OC)cc1NC(=O)c1cc2ccccc2oc1=O	-0.6	12.1	-0.2	-2.8	2.3	-4.4	5.5	1.8	6.9
Cc1nc2ccccc2c(=O)n1NC(=O)CCC(=O)O	-2.1	-6.8	-7.3	-1.5	1.2	-4.6	1.2	7.5	8.9
COc1ccc(-c2[nH]ncc2CN(C)CC2CCCCO2)cc1F (configuration not stated)	-1.0	-4.4	-2.4	-1.2	-11.0	3.6	-1.0	6.5	-1.3
Nc1nc(-c2ccccc2)[nH]c(=O)c1N=O	1.1	-11.5	-2.3	1.9	6.3	5.8	-0.3	x	4.2
COc1ccc(C(=O)Nn2cnnc2)c(OC)c1	1.1	4.8	-1.7	0.6	4.9	-17.1	-2.0	-2.2	0.4
COc1ccc(N(C)S(=O)(=O)c2ccc(C)cc2)c([N+](=O)[O-])c1	0.4	1.5	-7.9	0.1	-1.5	-11.6	2.1	1.5	6.9
CC(C)N1C(=O)CCC1C(=O)N1CCN(c2ccc(F)cc2)CC1 (configuration not stated)	-1.1	-16.7	-8.4	0.6	12.3	5.7	-0.6	x	-1.2
CNC(=O)CN1C(=O)c2cccc3cccc1c23	2.3	-3.2	0.8	-6.2	5.9	-11.9	-1.6	7.5	-1.9
NC(=S)Nc1cc(Cl)ccc1Cl	-0.2	-6.8	-11.2	3.7	0.3	-3.7	2.2	x	-7.0
O=C(NCCn1cc(SCc2ccc(F)cc2)c2ccccc21)c1ccccc1F	1.4	0.1	1.3	-3.3	-0.8	2.6	0.3	6.9	7.6
COCC(C)N1C(=O)Cc2c1nc(N)c1c(N)nc(N3CCN(c4ccccc4F)CC3)c(C#N)c21 (configuration not stated)	-1.4	7.5	3.0	0.1	6.9	-16.7	-2.0	-0.4	-0.6
CC(=O)OC1C2CCC1C([N+]1(C)CCCCC1)CC2 (configuration not stated)	0.2	5.7	-1.6	-6.2	2.1	-4.5	-1.9	0.3	1.6
C=CCn1c(COc2ccc(Cl)cc2)nnc1SCC(=O)N/N=C/c1cccc(O)c1	1.5	14.1	-5.2	0.2	18.4	-8.1	-1.5	-3.6	-1.3
COc1ccc2c(c1)C(C)CC(C)(C)N2C(=O)NC1CCCCC1 (configuration not stated)	0.2	4.9	-3.4	0.1	6.3	-6.1	1.5	5.5	-0.7
CC(=O)Nc1ccc(NC(=O)C(C)OC(=O)c2ccc(OCc3c(C)noc3C)cc2)cc1 (configuration not stated)	-0.7	-8.6	-4.8	0.3	-7.5	-0.3	-1.9	-1.7	1.4
O=C(c1ccc(-n2cccn2)cc1)N1CCc2c([nH]c3ccccc23)C1c1ccccn1 (configuration not stated)	0.0	-6.7	-7.6	0.3	-10.9	8.3	1.3	-0.7	6.4
CC(=O)Nc1nc2cc3c(cc2s1)OCO3	-2.0	-20.1	6.8	1.7	-18.3	6.8	7.5	3.4	9.2
CCOC(=O)CS(=O)(=O)c1ccccc1	-2.7	-20.4	-4.1	1.0	-21.8	-6.3	-3.0	-2.1	5.5
COc1ccc(CCC(=O)N(C)CC(=O)Nc2cc(C)ccc2C)cc1	0.8	-4.3	-6.3	-0.5	-3.5	-25.4	-0.9	8.8	1.3
COc1ccc(/C=N/NC(=O)C(N)=O)c(OC)c1OC	-1.0	-0.6	-6.3	-1.0	0.8	3.5	1.9	4.3	7.2
Cc1ccc(Nc2nnc(SCc3nc4ccccc4c(=O)[nH]3)s2)cc1	0.4	1.9	-2.5	0.8	-22.1	-8.8	-0.2	-2.1	-2.1
CN(c1ccccc1)S(=O)(=O)c1cccc(C(=O)OCC(=O)NCc2ccco2)c1	-0.2	12.2	-10.5	-1.3	7.8	-2.9	-5.5	-0.6	-2.0
O=C(CSc1nccc(=O)[nH]1)c1cc2ccccc2o1	0.5	-18.7	-9.5	3.1	-20.7	9.4	4.1	x	2.8
Clc1ccc(C2=Nn3c(nnc3-c3cc(-c4ccccc4)n[nH]3)SC2)cc1	-2.0	14.4	-3.6	-0.8	-6.8	4.3	-1.1	3.0	1.2
Cc1cc(C)nc(NS(=O)(=O)c2ccc(NC(=O)CSc3nc4ccccc4[nH]3)cc2)n1	6.1	2.9	-6.4	0.1	-37.3	-9.6	1.5	0.2	4.5
CCOc1ccccc1NC(=O)c1cccc(NC(=O)c2ccco2)c1	2.0	-15.8	-7.3	-2.8	-18.2	-13.7	81.9*	5.8	68.0*
NC(=O)c1ccccc1NC(=O)c1ccccc1S(=O)(=O)c1ccccc1[N+](=O)[O-]	1.6	14.1	-3.9	0.1	-2.5	-20.7	1.3	8.4	4.9
Cc1nc(NC(=O)c2ccccc2)sc1-c1csc(Nc2ccc(Cl)cc2)n1	-1.8	6.1	-3.5	14.2	23.2	-0.6	0.7	-1.9	8.7
Cc1ccc2nc(Nc3ncc4c(n3)CC(C)(C)CC4=O)nc(C)c2c1	-0.6	-3.6	0.3	0.4	-3.5	2.0	2.7	4.4	10.1
O=C(NCc1ccc(F)cc1)c1cc(-c2cccs2)on1	0.7	1.5	-3.0	0.6	-7.8	-0.4	-0.6	4.3	1.8
O=C(NCCOc1ccccc1Cl)c1cc(F)c(F)cc1Cl	-1.5	-5.0	-0.1	-0.9	-6.1	4.6	-6.0	10.2	0.8
COc1ccc(-c2nn(-c3ccccc3)cc2/C=N/N2C(=O)CSC2=S)cc1	-1.9	7.3	-11.1	4.5	-7.7	-4.7	-4.2	-1.6	2.8
COC(=O)Nc1nn(Cc2ccccc2F)cc1Br	1.5	19.8	-4.2	-0.4	15.5	-11.5	-1.7	1.7	-0.2
O=C1CCC(C(=O)Nc2ccccc2)N1 (configuration not stated)	1.4	-4.0	-5.6	-0.8	-4.7	-1.0	-1.2	0.5	0.8
O=C1CC(c2ccc(Cl)c(Cl)c2)CC(O)=C1C=NCCN1CCNCC1 (configuration not stated)	1.2	6.7	3.1	1.8	-5.3	-17.7	-2.0	3.9	0.0
CCC(C)NC(=O)COc1ccc(OCc2ccccc2)cc1 (configuration not stated)	-0.4	-11.5	-10.8	-2.6	0.9	-8.2	-0.5	0.4	2.2
COc1ccc(-c2csc(NC(=O)c3ccc(S(=O)(=O)N4CCc5ccccc5C4)cc3)n2)cc1	-0.3	3.4	-2.3	-3.1	8.6	-23.8	1.7	-1.3	7.8
O=C(CC(Nc1ccc(Cl)cc1Cl)C(=O)O)c1ccccc1 (configuration not stated)	2.1	-11.1	-1.7	14.4	-3.3	1.4	-2.5	x	-2.0
Cc1noc(C)c1COC(=O)CCCOc1ccc(Cl)cc1Cl	-0.1	-14.2	-6.8	-6.1	-15.3	2.1	-1.0	9.5	2.1
COc1ccc([C@H]2[C@H](C(=O)OC(C)(C)C)N3N=Cc4ccccc4C3C23C(=O)c2ccccc2C3=O)cc1OC (some centres not stated)	-0.5	8.0	-3.9	3.7	-19.6	-23.7	2.5	1.5	8.9
COc1ccc(CN(CC2CCC(C(=O)O)CC2)C(=S)Nc2ccccc2OC)cc1 (configuration not stated)	-0.4	-1.5	-2.7	1.3	3.7	7.0	2.6	-1.8	7.4
CN1CCN(CC(=O)Nc2cc(N3CCOCC3)ccc2[N+](=O)[O-])CC1	2.3	0.8	-3.0	0.7	-25.7	-36.4	-5.0	-4.0	3.0
CC1CCc2c(sc3ncnc(N4CCN(S(=O)(=O)c5cccc6nonc56)CC4)c23)C1 (configuration not stated)	0.3	1.0	-7.4	x	-32.4	-0.6	-0.4	1.6	0.3

Source: PubChem

Not a hit list (roughly 3.6% active in at least one column).
